From PubChem
HCV NS3 hel inh = blocks Hepatitis C virus NS3 helicase unwinding; NS3 helicase DNA unwinding, Cy5 molecular beacon fluorescence; actives 0.56% (n = 290,000); AID 1800; inhibition, % at 10.9 µM;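 active = inhibition above the mean of all tested compounds plus 3 SD, set per campaign, cut at about 35% in these data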;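 also: 0% = DMSO wells and 100% = thioflavine S control wells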
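Material: hepatitis C virus NS3 helicase domain fragment enzyme; measured by: Cy5 fluorescence, 0 and 60 min reads; control set: DMSO and thioflavine S; incubation: 60 min unwinding reaction at 25 °C after ATP addition; read-out basis: % inhibition from 60/0 min fluorescence ratio, DMSO 0%, thioflavine S 100%; repeats: singlicate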
UBC9 SUMO inh = blocks human SUMOylation mediated by UBC9. actives 0.36% (n = 290,000). inhibition, % at 35 µM. P63279. AID 2006. HTRF SUMOylation assay, SAE1/SAE2 + UBC9, in vitro; in the data active = inhibition above about 50%, passing the limit was not always enough; also: strong numbers were not always called active
VIM-2 inhibitor = inhibitors of Pseudomonas aeruginosa VIM-2 metallo-beta-lactamase; purified VIM-2, nitrocefin hydrolysis, epi-absorbance fluorescence; inhibition, % at 5.6 µM; actives 0.89% (n = 290,000); AID 1527;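 active = inhibition above the mean of all tested compounds plus 3 SD, cutoff set per screening run, cut at about 7.5% in these data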;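 also: red hydrolysis product quenches plate fluorescence so inhibitors raise well fluorescence; 0% = enzyme with DMSO and 100% = DMSO without enzyme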
FID counter = displaces DNA intercalator in HCV helicase counter-screen; DNA fluorescent intercalator displacement, fluorescence; actives 0.17% (n = 290,000); inhibition, % at 7.9 µM; in the data active = inhibition above about 37%;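 also: 0% = vehicle and 100% = reference compound; higher means more ethidium bromide displaced from hairpin DNA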
IDE act = boosts human insulin-degrading enzyme activity in HEK cells; activation, % at 5.96 µM; FAbeta-B cleavage, fluorescence polarization; 0% vehicle, 100% cell-free pure enzyme wells; P14735; actives 0.073% (n = 340,000);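 active = activation above the mean of all tested compounds plus 3 SD, set per screening campaign, cut at about 17% in these data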
Target sequence (P14735 whole entry, looked up): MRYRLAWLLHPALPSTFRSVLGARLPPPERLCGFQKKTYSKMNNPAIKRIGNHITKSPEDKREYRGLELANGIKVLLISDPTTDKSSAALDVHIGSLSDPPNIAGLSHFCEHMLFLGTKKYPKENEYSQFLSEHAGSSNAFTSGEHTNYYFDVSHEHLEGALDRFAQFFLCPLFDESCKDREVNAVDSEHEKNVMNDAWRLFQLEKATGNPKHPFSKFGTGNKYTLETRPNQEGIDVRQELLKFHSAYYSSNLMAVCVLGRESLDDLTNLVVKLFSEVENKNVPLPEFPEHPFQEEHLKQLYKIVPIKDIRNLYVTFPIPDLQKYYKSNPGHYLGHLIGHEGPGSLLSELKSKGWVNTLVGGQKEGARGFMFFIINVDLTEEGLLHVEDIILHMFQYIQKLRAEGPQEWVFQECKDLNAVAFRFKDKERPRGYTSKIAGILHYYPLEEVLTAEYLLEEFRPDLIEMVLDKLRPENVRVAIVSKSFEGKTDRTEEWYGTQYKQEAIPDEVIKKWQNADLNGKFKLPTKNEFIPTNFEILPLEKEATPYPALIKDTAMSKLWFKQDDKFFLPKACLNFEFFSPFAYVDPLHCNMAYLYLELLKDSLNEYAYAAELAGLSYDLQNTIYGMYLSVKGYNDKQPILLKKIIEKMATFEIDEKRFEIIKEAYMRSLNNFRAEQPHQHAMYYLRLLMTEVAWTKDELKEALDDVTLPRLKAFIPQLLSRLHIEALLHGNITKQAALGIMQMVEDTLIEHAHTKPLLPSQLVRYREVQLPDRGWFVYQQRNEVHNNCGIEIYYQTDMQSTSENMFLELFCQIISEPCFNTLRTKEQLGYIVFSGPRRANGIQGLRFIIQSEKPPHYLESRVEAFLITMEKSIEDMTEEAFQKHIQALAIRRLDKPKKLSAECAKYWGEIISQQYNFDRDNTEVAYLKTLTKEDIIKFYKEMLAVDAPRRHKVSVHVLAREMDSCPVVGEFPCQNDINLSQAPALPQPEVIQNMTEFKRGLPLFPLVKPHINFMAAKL
IMP-1 inh = inhibitors of Pseudomonas aeruginosa IMP-1 metallo-beta-lactamase | inhibition, % at 5.6 µM | actives 0.45% (n = 290,000) | purified IMP-1, nitrocefin hydrolysis, epi-absorbance fluorescence;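 active = inhibition above the mean plus 3 SD of all compounds in the same screening run, cut at about 4.5% in these data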;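 also: 0% = IMP-1 with DMSO and 100% = DMSO wells lacking enzyme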
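System: purified IMP-1; amount: IMP-1 0.2 nM before substrate addition; compound: single dose, 5.6 µM; times: 25 °C, 15 min preincubation, 25 min reaction; signal: Epi-absorbance via hydrolysed-nitrocefin quenching of white-plate fluorescence, 480/530 nm, EDTA stop; benchmarks: DMSO with and without IMP-1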
IDE inh = cellular human IDE inhibition | actives 0.41% (n = 320,000) | P14735 | HEK cells, FAbetaB cleavage, fluorescence polarization | inhibition, % at 5.59 µM;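 active = percent inhibition above the average of all tested compounds plus 3 SD, set per screening campaign, cut at about 16% in these data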;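 also: IDE supplied by intact live HEK cells; FP after avidin binding of uncleaved biotin substrate so inhibition keeps polarization high; 0% = DMSO wells and 100% = 60 µM reference IDE inhibitor Ii1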
PfM18AAP inh = blocks P. falciparum M18 aspartyl aminopeptidase | recombinant PfM18AAP, H-Glu-NHMec fluorogenic cleavage | inhibition, % at 7.35 µM | actives 1.2% (n = 290,000);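 active = inhibition above the campaign mean inhibition over all tested compounds plus 3 SD, cut at about 28% in these data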;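 also: 0% = plate median of test compound wells and 100% = 2 mM ZnCl2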
pCIP destab = p/CIP protein destabilization; decrease of EGFP signal, % at 10 µM; Q05BA5; F442A p/CIP-EGFP cells, EGFP fluorescence, 16 h; actives 0.01% (n = 290,000);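 active = EGFP signal decrease of at least 30% at 10 µM or well 3 SD below plate mean, unless failing retest; inactive = the rest, including hits failing retest or dose response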; also: some compounds called inactive have numbers as strong as hits; many of its hits are not listed in these tables
Numbers without * were called inactive; x = not tested or not shown. Hits appear at their usual frequency; 3.6% or so of the library scored in one or more.

Abbreviations – A = HCV NS3 hel inh; B = UBC9 SUMO inh; C = VIM-2 inhibitor; D = FID counter; E = IDE act; F = IMP-1 inh; G = IDE inh; H = PfM18AAP inh; I = pCIP destab
mol: Cc1ccnc(NC(=O)C2CCN(S(=O)(=O)c3c(C)c(C)cc(C)c3C)CC2)c1
  A: -47; B: -23; C: -2.9; D: -28; E: 4; F: -1.5; G: -2; H: 3; I: -9
mol: NC(=O)c1nn(-c2ccccc2)nc1N
  A: 10; B: 2; C: -1.4; D: 0; E: -2; F: -2.3; G: -2; H: -1; I: 1
mol: Cc1cccc(OCCCC(=O)NC(C)c2ccccc2)c1 (configuration not stated)
  A: 5; B: -5; C: -2.4; D: -20; E: 5; F: -6.5; G: 1; H: -3; I: -4
mol: CCOC(=O)N1CCC(c2nc3ccccc3[nH]2)CC1
  A: 4; B: 6; C: -2.0; D: -4; E: 3; F: -2.7; G: 5; H: 6; I: 4
mol: N#C/C(=C\C1CC2C=CC1C2)c1nc2ccccc2[nH]1 (configuration not stated)
  A: 1; B: 26; C: -3.4; D: -2; E: -4; F: -4.5; G: 4; H: 3; I: -17
mol: COc1cccc(/C(O)=C2/C(=O)C(=O)N(c3cc(C)on3)C2c2cccs2)c1 (configuration not stated)
  A: 13; B: 9; C: -1.5; D: -16; E: 5; F: -1.0; G: 4; H: 14; I: -10
mol: Cc1ccc(C(=O)OCC(=O)NCc2ccc3c(c2)OCO3)s1
  A: 0; B: -7; C: 0.6; D: -20; E: 2; F: -3.0; G: 0; H: -3; I: 0
mol: CCC[C@H]1COCCS(=O)(=O)N1Cc1ccc(Br)cc1
  A: 4; B: 1; C: -1.0; D: -21; E: x; F: -2.9; G: 9; H: 4; I: -6
mol: Cc1ccccc1-n1c(=O)c(C#N)cc2c(=O)n3ccccc3nc21
  A: -6; B: 25; C: -3.9; D: -2; E: 1; F: -4.7; G: 1; H: 7; I: -6
mol: C=C(C)COc1ccc(-c2[nH]ncc2-c2ccc(OC)c(OC)c2)c(O)c1
  A: -28; B: -6; C: -4.2; D: -21; E: 1; F: -2.5; G: -1; H: 8; I: 4

A section taken from the entries so far, for reference:
Abbreviations – A = HCV NS3 hel inh; B = UBC9 SUMO inh; C = VIM-2 inhibitor; D = FID counter; E = IDE act; F = IMP-1 inh; G = IDE inh; H = PfM18AAP inh; I = pCIP destab
mol: Cc1ccnc(NC(=O)C2CCN(S(=O)(=O)c3c(C)c(C)cc(C)c3C)CC2)c1
  A: -47; B: -23; C: -2.9; D: -28; E: 4; F: -1.5; G: -2; H: 3; I: -9
mol: NC(=O)c1nn(-c2ccccc2)nc1N
  A: 10; B: 2; C: -1.4; D: 0; E: -2; F: -2.3; G: -2; H: -1; I: 1
mol: Cc1cccc(OCCCC(=O)NC(C)c2ccccc2)c1 (configuration not stated)
  A: 5; B: -5; C: -2.4; D: -20; E: 5; F: -6.5; G: 1; H: -3; I: -4
mol: CCOC(=O)N1CCC(c2nc3ccccc3[nH]2)CC1
  A: 4; B: 6; C: -2.0; D: -4; E: 3; F: -2.7; G: 5; H: 6; I: 4
mol: N#C/C(=C\C1CC2C=CC1C2)c1nc2ccccc2[nH]1 (configuration not stated)
  A: 1; B: 26; C: -3.4; D: -2; E: -4; F: -4.5; G: 4; H: 3; I: -17
mol: COc1cccc(/C(O)=C2/C(=O)C(=O)N(c3cc(C)on3)C2c2cccs2)c1 (configuration not stated)
  A: 13; B: 9; C: -1.5; D: -16; E: 5; F: -1.0; G: 4; H: 14; I: -10
mol: Cc1ccc(C(=O)OCC(=O)NCc2ccc3c(c2)OCO3)s1
  A: 0; B: -7; C: 0.6; D: -20; E: 2; F: -3.0; G: 0; H: -3; I: 0
mol: CCC[C@H]1COCCS(=O)(=O)N1Cc1ccc(Br)cc1
  A: 4; B: 1; C: -1.0; D: -21; E: x; F: -2.9; G: 9; H: 4; I: -6
mol: Cc1ccccc1-n1c(=O)c(C#N)cc2c(=O)n3ccccc3nc21
  A: -6; B: 25; C: -3.9; D: -2; E: 1; F: -4.7; G: 1; H: 7; I: -6
mol: C=C(C)COc1ccc(-c2[nH]ncc2-c2ccc(OC)c(OC)c2)c(O)c1
  A: -28; B: -6; C: -4.2; D: -21; E: 1; F: -2.5; G: -1; H: 8; I: 4

Other results.
Abbreviations – A = HCV NS3 hel inh; B = UBC9 SUMO inh; C = VIM-2 inhibitor; D = FID counter; E = IDE act; F = IMP-1 inh; G = IDE inh; H = PfM18AAP inh; I = pCIP destab
mol: COC(=O)N/N=C/c1cccc([N+](=O)[O-])c1
  A: -6; B: 10; C: -1.8; D: 1; E: -1; F: -1.8; G: -2; H: 1; I: -4
mol: CC(=O)c1cccc(NC(=O)COC(=O)c2cccs2)c1
  A: -6; B: 9; C: -3.5; D: 1; E: 0; F: -5.2; G: 2; H: 4; I: -3
mol: c1ccc(CNc2nc3ccccc3n2CCN2CCOCC2)nc1
  A: -5; B: 12; C: -3.4; D: 1; E: -1; F: -4.9; G: -5; H: 3; I: -2
mol: COc1cccc(CN2CC(C(=O)N(C)Cc3ccnc4ccccc34)CCC2=O)c1 (configuration not stated)
  A: 5; B: -6; C: -1.7; D: -25; E: 1; F: -3.6; G: 0; H: -3; I: 9
mol: COC(=O)[C@@H]1C[C@@]2(O)[C@H](O)[C@H](O)[C@H](O)C[C@H]2N1Cc1cc(OC)cc(OC)c1
  A: x; B: 10; C: x; D: x; E: 14; F: x; G: 1; H: x; I: -10
mol: OCCC1CN(Cc2cnc(N3CCCC3)s2)CCN1C1CCCC1 (configuration not stated)
  A: 18; B: 22; C: -1.4; D: 3; E: 6; F: -1.4; G: 1; H: 0; I: -2
mol: Cc1ccccc1NC(=O)C1CC(=O)N(c2ccc3c4c(cccc24)CC3)C1 (configuration not stated)
  A: 4; B: 22; C: -1.1; D: -23; E: 3; F: -2.6; G: 3; H: 1; I: 3
mol: COc1ccc(C2NC(=S)NC3=C2N2CCC3CC2)cc1 (configuration not stated)
  A: -2; B: 3; C: -2.5; D: -6; E: 3; F: -2.9; G: 5; H: -2; I: -6
mol: O=C(CNC(=O)C1CCCCC1)Nc1ccc(F)c(Cl)c1
  A: -10; B: 1; C: -1.7; D: -3; E: 6; F: -1.5; G: 1; H: 3; I: 0
mol: FC(F)(F)c1cc(-c2cccs2)nc2ncnn12
  A: -6; B: 24; C: -1.4; D: -2; E: 3; F: -1.2; G: 5; H: 5; I: -13
mol: Cc1ccc(C)c(N2CC(C(=O)Nc3cc(C)on3)CC2=O)c1 (configuration not stated)
  A: -6; B: 14; C: 0.1; D: -12; E: 5; F: 0.1; G: -1; H: -10; I: 2
mol: Cc1ccc(C2CC(c3cccs3)=NN2C(=O)CSC2=NN3CCCC(=O)N=C3S2)cc1 (configuration not stated)
  A: -5; B: 20; C: -1.8; D: -30; E: 3; F: -2.4; G: 4; H: -7; I: -18
mol: Cc1ccc(S(=O)(=O)CCC(=O)OCc2ccccc2F)cc1
  A: -13; B: 21; C: -1.2; D: -16; E: 6; F: -2.5; G: -4; H: -3; I: 3
mol: CCC(C)n1c(=S)[nH]c2ccccc2c1=O (configuration not stated)
  A: 8; B: 9; C: -1.0; D: 3; E: 2; F: -2.7; G: 0; H: 3; I: 4
mol: CC1=C(C(=O)OCC2CCCO2)C(c2ccccc2OC(C)C)C2=C(CC(c3ccco3)CC2=O)N1 (configuration not stated)
  A: 35; B: 17; C: -2.6; D: -54; E: -2; F: -3.2; G: 8; H: 0; I: -5
mol: Cc1ccc(NC(=O)CSc2nnc(NC(=O)c3ccc(S(=O)(=O)N4CCOCC4)cc3)s2)cc1
  A: 11; B: 17; C: -3.7; D: 6; E: -2; F: -1.5; G: -15; H: 4; I: -4
mol: Cc1nc2nc(-c3ccc(Cl)cc3)[nH]n2c(=O)c1C
  A: 2; B: 26; C: 1.2; D: 2; E: x; F: -1.3; G: x; H: -9; I: 4
mol: CN(C)c1ccc(/C=N/NC(=O)CN(c2ccccc2Cl)S(C)(=O)=O)cc1Br
  A: 0; B: 18; C: -4.1; D: -10; E: -3; F: -1.8; G: 2; H: -8; I: -4
mol: Cc1ccc(C(=O)Cn2nnc(-c3ccccc3-n3cnnn3)n2)cc1
  A: -5; B: 8; C: -3.6; D: -4; E: -2; F: -3.8; G: 1; H: -4; I: 2
mol: O=C1NCCN/C1=C\C(=O)c1ccccc1
  A: -2; B: 6; C: -2.2; D: -2; E: 2; F: -3.8; G: -4; H: -9; I: -14

Next compounds:
Order of results: HCV NS3 hel inh | UBC9 SUMO inh | VIM-2 inhibitor | FID counter | IDE act | IMP-1 inh | IDE inh | PfM18AAP inh | pCIP destab
O=C(N1CCNCC1)N1CCOCC1
→ 4 | 16 | -2.9 | 4 | x | -2.5 | -5 | -3 | 3
COc1cc2c(cc1OC)CN(Cc1ccc(OC)c(C)c1OC)CC2
→ -7 | 7 | -0.5 | 6 | -4 | -1.2 | 3 | -1 | 1
CCOC(=O)/C(C(=Nc1ccccc1)Nc1ccccc1)=C(\C)O
→ 0 | -6 | -2.1 | -14 | 3 | -2.5 | -2 | 1 | 4
CCOc1cc(CNc2ccccc2)cc(Br)c1OCC(=O)NC(C)(C)C
→ -5 | -21 | -1.2 | -3 | 1 | -1.9 | -5 | -1 | 1
CCOC(=O)c1c(NC(=O)CSc2nnc(-c3ccccc3)o2)sc(C(C)=O)c1C
→ 4 | 9 | -1.2 | -6 | 4 | -3.5 | 0 | 2 | -27
COc1ccc2nc3c(cc2c1)c(NC(=O)C1CCCO1)nn3CC(C)C (configuration not stated)
→ 3 | 17 | -3.4 | -23 | 5 | -0.7 | -3 | 13 | -5
Cc1ccc(OCCn2c(SCCO)nc3c(N)ncnc32)cc1
→ 2 | 11 | -0.6 | -14 | 0 | -1.8 | -1 | 5 | -22
COC(=O)c1c(NC(=O)CC2Nc3ccccc3NC2=O)sc(C)c1C (configuration not stated)
→ 4 | 9 | -0.2 | -4 | 1 | -1.4 | 7 | -1 | 6
CCCC(=O)C1=C(O)C(C(=O)OC)C(C)(C)CC1=Nc1ccc(Br)cc1 (configuration not stated)
→ -3 | -5 | -2.2 | -35 | 4 | -1.8 | 3 | -16 | -23
COc1ccc(C(=S)N2CCOCC2)cc1OC(=O)c1cc(OC)c(OC)c(OC)c1
→ -8 | -5 | 2.1 | -41 | 4 | -1.8 | 3 | 26 | -7
CCc1cccc(C)c1NS(=O)(=O)c1cccs1
→ 2 | 3 | -2.9 | -5 | -4 | -3.1 | 2 | 2 | -6
Cc1ccc(S(=O)(=O)N2CCCC(C(=O)NCC3CCCO3)C2)cc1 (configuration not stated)
→ 8 | 5 | -4.1 | -14 | -1 | -1.0 | 8 | -6 | 3
CCn1cc(C(=O)OCC(=O)Nc2c(C)cccc2C)c(=O)c2ccc(C)nc21
→ 17 | 2 | 0.0 | 3 | 8 | -0.5 | 5 | 2 | 0
O=C(N/N=C/C=C/c1cccc([N+](=O)[O-])c1)C(O)c1ccccc1 (configuration not stated)
→ 2 | 11 | -1.6 | -3 | 5 | -2.9 | 0 | 5 | 0
COC(=O)c1c(NC(=O)COC(=O)Cn2cnc3ccccc32)sc(C)c1C
→ -1 | 20 | 5.7 | 3 | 3 | 1.8 | 1 | -19 | -17
